Screening results as filed in PubChem BioAssay.
TbPYK inhibitor: qHTS of Trypanosoma Brucei Inhibitors. TbPYK enzyme, Kinase-Glo Plus ATP luminescence, 45 min. 410,000 tested, 0.12% active. Potency, µM (doses to about 76.8 µM), inactives show at the highest dose activity, negative = inhibition, usual class: inhibitors; note: potency is the fitted concentration of half-maximal effect; % is set by controls: 0 for no effect and ±100 for the full control effect; nearly all actives have a fitted effect of over 50% in size
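Activity of T. brucei pyruvate kinase was followed by Kinase-Glo Plus luminescence after the enzyme reacted 45 min at room temperature with 130 uM ADP (final) and substrate. Test compounds were added before ADP at multiple concentrations.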
Pf growth 96h: Primary qHTS for delayed death inhibitors of the malarial parasite plastid, 96 hour incubation; AID 504834, 2011; 320,000 tested, 6.9% active; P. falciparum luciferase reporter growth, 96 h; Potency, µM (highest dose often 28.7 µM), for the others: at the top dose activity change, negative = inhibition, actives largely listed as inhibitors; note: potency is the fitted concentration of half-maximal effect; % is set by controls: 0 for no effect and ±100 for the full control effect
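Delayed-death screen, second-generation endpoint: infected erythrocytes, 2% hematocrit, 0.05% parasitemia final; 96 hours at 37 C, 5% CO2; luciferase detection reagent; luminescence decrease equals reduced growth.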
Shiga inhibitor: A qHTS for Small Molecule Inhibitors of Shiga Toxin | Vero cells, Shiga toxin protein synthesis inhibition reporter | AID 2315, 2010 | 290,000 tested, 9.2% active | inhibition, % at 38.7 µM; in the data active = inhibition mostly above about 28%, no sharp cut-off; inactive = mostly below about 43%; note: 0% is about no effect
AmpC no deterg: qHTS Inhibitors of AmpC Beta-Lactamase (assay without detergent) | P00811 | AmpC nitrocefin hydrolysis, absorbance 480 nm, 0.0001% Triton | Potency, µM (titrated, usually from 57.1 µM), inactives show top-dose activity change, negative = inhibition, most hits filed as inhibitors | 330,000 tested, 0.52% active;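 note: potency is the fitted concentration of half-maximal effect; plate controls were no compound for no effect and no enzyme for full effect; nearly all actives have a fitted effect of over 20% in size; some results filed as inactive show a strong effect at the top dose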
Target sequence (P00811 whole entry, looked up): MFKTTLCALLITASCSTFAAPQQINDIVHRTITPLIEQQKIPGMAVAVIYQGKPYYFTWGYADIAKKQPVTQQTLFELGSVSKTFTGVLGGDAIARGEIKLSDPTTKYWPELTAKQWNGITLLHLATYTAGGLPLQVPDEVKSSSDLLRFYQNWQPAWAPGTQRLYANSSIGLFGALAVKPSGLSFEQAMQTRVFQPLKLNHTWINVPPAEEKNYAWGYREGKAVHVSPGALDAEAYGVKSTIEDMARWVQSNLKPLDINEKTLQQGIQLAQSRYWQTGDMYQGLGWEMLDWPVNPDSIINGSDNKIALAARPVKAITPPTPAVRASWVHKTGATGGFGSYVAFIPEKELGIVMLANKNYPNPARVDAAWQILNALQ
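AmpC (5.3 nM in the dispensed reagent) in 20 mM phosphate pH 7.0 with 0.01% (detergent screen) or 0.0001% Triton X-100 was preincubated with compounds for 15 min at room temperature. Nitrocefin was then added from an 800 uM solution, and hydrolysis was followed at 480 nm.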
Pf growth 48h: Primary qHTS for delayed death inhibitors of the malarial parasite plastid, 48 hour incubation; P. falciparum luciferase growth in erythrocytes, 48 h; Potency, µM (top dose mostly 28.7 µM), without a hit: top-dose activity change, negative = inhibition, most hits filed as inhibitors; 310,000 tested, 5.9% active; note: potency is the fitted concentration of half-maximal effect; % is set by controls: 0 for no effect and ±100 for the full control effect
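Parasite viability was followed by luminescence of a genomically integrated firefly luciferase. Cultures held 0.1% parasitemia at 2% hematocrit (final), incubated under 5% CO2 at 37 C.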
Cycloheximide cs: Cycloheximide Counterscreen for Small Molecule Inhibitors of Shiga Toxin; 300,000 tested, 12% active; max response, %; cell reporter, cycloheximide protein synthesis inhibition counterscreen; in the data active = max response mostly above about 13%, no sharp cut-off; inactive = mostly below about 14%; note: read at 38.3 µM for the half of the compounds with a filed dose; 0% is about no effect
LmPK inhibitor: qHTS Assay for Inhibitors of Leishmania Mexicana Pyruvate Kinase (LmPK); Potency, µM (highest dose often 57.5 µM), without a hit: at the top dose activity change, negative = inhibition, actives largely listed as inhibitors; purified LmPK, Kinase-Glo ATP luminescence, 1 h; 290,000 tested, 0.37% active; Q27686; note: potency is the fitted concentration of half-maximal effect; % is set by controls: 0 for no effect and ±100 for the full control effect
Target sequence (Q27686 whole entry, looked up): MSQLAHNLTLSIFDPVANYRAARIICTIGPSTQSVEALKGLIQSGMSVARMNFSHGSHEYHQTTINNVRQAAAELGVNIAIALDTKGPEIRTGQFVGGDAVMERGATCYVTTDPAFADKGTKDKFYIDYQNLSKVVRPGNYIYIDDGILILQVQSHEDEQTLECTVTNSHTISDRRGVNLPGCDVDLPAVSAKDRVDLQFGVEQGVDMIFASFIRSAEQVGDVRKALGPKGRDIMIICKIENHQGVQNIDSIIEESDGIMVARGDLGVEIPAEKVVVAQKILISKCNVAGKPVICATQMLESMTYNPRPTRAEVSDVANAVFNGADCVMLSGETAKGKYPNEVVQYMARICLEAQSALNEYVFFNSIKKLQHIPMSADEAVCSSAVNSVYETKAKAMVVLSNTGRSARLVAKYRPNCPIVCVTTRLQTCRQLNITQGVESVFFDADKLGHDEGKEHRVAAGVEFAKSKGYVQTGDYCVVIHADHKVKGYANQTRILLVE
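qHTS format; LmPK 0.1 nM; substrates PEP 0.5 mM and ADP 0.1 mM. One-hour room-temperature incubation, then coupled luciferase luminescence; 0.5 nM enzyme wells mark activation.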
* marks the source's active call; other numbers are inactive results; ? = inconclusive; . = not tested or not shown; & = joins results of further samples; [ ] = remark or other dose. Unless noted, calls come from the whole dose curve; as a rule, active = well fitted curve in the direction sought with a large enough effect; inconclusive = small, poorly fitted or top-dose-only effect, or another doubt; inactive = no such curve, though single readings can be large; an effect the other way counts as inactive or inconclusive.

SMILES | TbPYK inhibitor | Pf growth 96h | Shiga inhibitor | AmpC no deterg | Pf growth 48h | Cycloheximide cs | LmPK inhibitor
CC(C)Oc1ccc(CNC(=O)CC(c2ccccc2)c2cc(Cl)ccc2O)cc1 (stereo not drawn) | -5.0% | ? | -13.4 | -20.6% | ? | 9.8 | 8.3%
COc1cccc(-c2ocnc2C(=O)Nc2ccc(N3CCOCC3)cc2N2CCOCC2)c1 | -2.3% | ? | 0.9 | 106.8%[activator] | ? | -2.7 | -5.8%
O=S(=O)([N-]c1nc2ccccc2nc1-[n+]1ccccc1)c1ccc(Cl)cc1 | 8.9% | 126.6%[activator] | -8.5 | 14.4% | -5.9% | -1.1 | 10.1%
COCc1cc(C)n(CC(=O)NCc2ccccc2)c(=O)c1C#N | 6.7% | 8.9% | -6.5 | -10.9% | -7.3% | -1.4 | 5.3%
Cc1ccc2nc(N(CCCN(C)C)C(=O)c3ccc(Br)s3)sc2c1 | -6.3%&-1.5% | ? | -1.0 | 247.2%[activator] | ? | 8.0 | 1.7%[11.5 µM]
COc1ccc(-c2c(-c3ccccc3OC)sc3ccccc23)cc1C=O | -3.2% | ? | . | -25.7% | ? | . | .
Cc1ccc2c(c1)N(S(=O)(=O)c1ccc(F)cc1)C(C(C)(C)C)CO2 (stereo not drawn) | 3.5% | 0.0% | 10.0 | -11.8% | 13.1µM* | 10.0 | 2.1%
COC(=O)C1=C(c2ccc(OC)c(OC)c2)C[C@@H]2CC[C@H]1N2C(=O)N1CCC(C)CC1 | 0.6% | ? | . | 137.9%[activator] | 31.4%[activator] | . | .
COc1cc2c(cc1OC)CN(CC(=O)Nc1ccc(F)cc1F)CC2 | 4.2% | -15.0% | -2.4 | 18.5% | 0.1% | -2.6 | -2.1%
CC1CCCC(NC(=O)COC(=O)c2cc(S(=O)(=O)N3CCOCC3)ccc2F)C1C (stereo not drawn) | 0.5% | 19.8% | . | 6.0% | 3.0% | . | .
COc1cc(OC)cc(C(=O)NCC(=O)N2CCN(c3ccc(O)cc3)CC2)c1 | -25.7% | ? | 1.0 | 2.2% | -5.1% | 7.4 | -8.9%
CCCn1c(=O)c(C(=O)OCC)c(O)c2cc(Br)ccc21 | 3.0% | ? | -5.1 | -14.7% | 3.4% | -1.8 | 0.1%
O=C(O)COc1ccc(Br)cc1/C=C1/SC(=O)N(CC(=O)N2CCCC2)C1=O | -9.7% | . | 8.7 | 19.8% | 12.8% | -1.8 | -4.8%
CN(C)C(=O)c1ccc(NC(=O)COC(=O)C2=COCCO2)cc1 | -12.6% | 20.1% | . | -12.5% | 15.7% | . | .
COc1ccccc1C(=O)NC(=S)Nc1ccccc1N1CCCCC1 | -7.5% | 25.3% | 39.8* | -4.0% | 42.8%[activator] | 18.9* | -1.2%
COc1ccc(NC(=O)COC(=O)Cn2nnc3ccccc32)cc1 | 3.1% | 39.7%[activator] | -6.4 | -13.6% | 21.0% | -4.4 | -2.7%
COc1ccc(C(=O)NCC23C=CC(O2)C2C(=O)N(Cc4ccccc4)C(=O)C23)cc1 (stereo not drawn) | -2.4% | 36.7%[activator] | -2.6 | 16.8% | . | -3.3 | -0.3%
COc1ccc2c(CSc3nc4nc(C)cc(C)n4n3)cc(=O)oc2c1 | -11.6% | 7.7% | 2.5 | 48.0% | 13.1µM* | 1.0 | -0.5%
COc1cc2c(-c3ccc4[nH]ccc4c3)c(-c3ccc(C#N)cc3)oc(=O)c2cc1OC | -3.7% | 4.65µM* | . | 3.7% | ? | . | .
O=C(NCCCN1CCOCC1)c1cc2c(s1)CSC2 | -1.3% | . | -6.0 | -3.3% | 19.0% | -3.0 | -4.9%
CC1CCCC(NC(=O)C2CCN(S(=O)(=O)N3CCOCC3)CC2)C1C (stereo not drawn) | -7.6% | . | -4.4 | 5.0% | 11.4% | -2.3 | -1.0%
CCOc1ccc(N2CC(C(=O)NCCN3C(=O)S/C(=C/c4cccnc4)C3=O)CC2=O)cc1 (stereo not drawn) | -1.5% | -1.1% | . | -1.0% | -0.6% | . | .
COc1ccc(C2=NN(c3nc4ccccc4s3)C(=O)C2)cc1 | 0.4% | -1.1% | 72.3* | -40.0% | 10.8% | 25.8* | -2.7%
CCOc1ccccc1N1C(=O)NC(=O)/C(=C/c2ccc3c4c(cccc24)CC3)C1=O | ? | ? | -3.8 | 249.1%[activator] | 40.0%[activator] | 12.1 | 3.1%
O=S(=O)(Nc1cccc(-c2ccc(N3CCCCCC3)nn2)c1)c1ccccc1F | 1.3%&0.2% | 14.7µM* | 110.2* | -44.9% | 98.7%[activator] | 31.8* | 5.3%
CCOc1ccc(NC(=O)CCSc2ccc3ccccc3n2)cc1 | 1.6% | 26.5% | 15.1 | -32.9% | -8.8% | 14.7* | 1.8%
CCn1c(SCC(=O)C(C)(C)C)nnc1-c1cnccn1 | 0.3% | 8.0% | 1.2 | -5.6% | -25.2% | -1.0 | -8.0%
Cc1ccc(Nc2nc(C)cc(C)c2C(N)=O)c(C)c1 | -2.5% | 0.0% | -6.6 | 25.5% | 17.0% | 3.6 | 1.6%
C/C(=N\Nc1nc(-c2ccc(C)cc2)nc2ccccc12)c1ccc([N+](=O)[O-])cc1 | . | 2.08µM* | 11.3 | -17.5% | 0.2% | 7.9 | -0.3%
COCCN(Cc1nc(C(c2ccccc2)c2ccccc2)no1)C(C)C | -4.3% | ? | -5.2 | 77.1%[activator] | -21.0% | -1.7 | -4.5%
CN1CCN(c2ccc(NC(=S)NC(=O)c3cccc4c(Br)cccc34)cc2)CC1 | -4.3% | -35.2% | -2.6 | -10.3% | ? | -0.8 | 7.8%
O=C(Cc1ccccc1)Nc1cccc([N+](=O)[O-])c1 | -5.2% | -1.1% | 17.9 | -13.4% | 4.1% | 11.1 | -4.6%
O=C(O)COc1ccc(/C=C/C(=O)c2ccc(C3CCCCC3)cc2)cc1 | 3.3% | ? | 48.9 | -41.2% | ? | 25.8* | 0.9%
CCOC(=O)NC1(C(F)(F)F)NC(=O)N(Cc2ccco2)C1=O (stereo not drawn) | ? | -20.7% | 19.8 | -14.2% | 18.8% | 1.2 | -6.1%
COc1ccc(/C=N/Nc2nc(Nc3ccccc3)nc(N3CCCCC3)n2)cc1OC | 3.4% | ? | 146.7* | 57.2% | ? | 34.2* | 0.8%
Cc1nc(NC2=NCN(CCCN3CCOCC3)CN2)nc2c(C)cccc12 | 4.9% | -5.5% | 6.1 | -3.1% | 2.33µM* | -2.2 | -4.9%
CCCc1nc2c(c(=O)c3ccccc3n2C)c(=O)n1C1CCCCCC1 | -1.4% | 14.7µM* | -6.0 | -26.4% | ? | -6.1 | 2.9%
c1ccc2c(c1)NC1(CCCC1)n1c-2nc2ccccc21 | -1.6% | 18.3% | 91.9* | -35.5% | 33.2%[activator] | 26.9* | -4.1%
COc1ccc(CNC(=O)CN(c2ccc(OC)cc2)S(=O)(=O)c2c(C)nn(C)c2C)cc1 | -13.9% | 11.4% | 5.0 | 139.8%[activator] | ? | 3.0 | 0.7%
Cc1cccc(-n2c(C)nc3ccccc3c2=O)c1C | 2.0% | 4.9% | 15.6 | -8.5% | 8.9% | -3.3 | 3.0%

Gathered by group, the compounds so far with fluorine.
SMILES | TbPYK inhibitor | Pf growth 96h | Shiga inhibitor | AmpC no deterg | Pf growth 48h | Cycloheximide cs | LmPK inhibitor
Cc1ccc2c(c1)N(S(=O)(=O)c1ccc(F)cc1)C(C(C)(C)C)CO2 (stereo not drawn) | 3.5% | 0.0% | 10.0 | -11.8% | 13.1µM* | 10.0 | 2.1%
COc1cc2c(cc1OC)CN(CC(=O)Nc1ccc(F)cc1F)CC2 | 4.2% | -15.0% | -2.4 | 18.5% | 0.1% | -2.6 | -2.1%
CC1CCCC(NC(=O)COC(=O)c2cc(S(=O)(=O)N3CCOCC3)ccc2F)C1C (stereo not drawn) | 0.5% | 19.8% | . | 6.0% | 3.0% | . | .
O=S(=O)(Nc1cccc(-c2ccc(N3CCCCCC3)nn2)c1)c1ccccc1F | 1.3%&0.2% | 14.7µM* | 110.2* | -44.9% | 98.7%[activator] | 31.8* | 5.3%
CCOC(=O)NC1(C(F)(F)F)NC(=O)N(Cc2ccco2)C1=O (stereo not drawn) | ? | -20.7% | 19.8 | -14.2% | 18.8% | 1.2 | -6.1%

Next records:
SMILES | TbPYK inhibitor | Pf growth 96h | Shiga inhibitor | AmpC no deterg | Pf growth 48h | Cycloheximide cs | LmPK inhibitor
CCN(CC)S(=O)(=O)c1cccc(NC(=O)COC(=O)c2cccs2)c1 | 2.7% | -7.3% | -4.1 | -40.3% | 15.9% | -2.5 | 3.7%
CC(=O)COc1cc(C)cc2oc(=O)c(C)c(C)c12 | 0.3% | -84.0% | -2.3 | 4.1% | 0.6% | -2.0 | -5.3%
COc1ccc(SCCC(=O)NCc2ccncc2)cc1 | -0.9% | 13.0% | -7.4 | -0.6% | 27.7% | -0.6 | 2.2%
Cc1ccc(OCc2nc(C#N)c(NCCCn3ccnc3)o2)cc1 | 2.0% | . | -24.0 | -1.7% | -17.9% | -4.7 | 2.5%
N#CCC(=O)Nc1ccc(C(=O)NCCc2c[nH]c3ccccc23)cc1 | -0.8% | 7.38µM* | -6.5 | -48.0% | 13.1µM* | 1.2 | 0.5%
CCS(=O)(=O)N1Cc2ccccc2CC1C(=O)Nc1nnc(C2CC2)s1 (stereo not drawn) | -1.4% | -14.4% | 9.8 | -2.3% | ? | 14.5 | 3.9%
CCc1c(C)nc(N)n2c(SCC(=O)NC3CCCCC3)nnc12 | 4.3% | 41.3%[activator] | -19.4 | -22.0% | -18.9% | 11.5 | -0.3%
Nc1nc(-c2ccc3c(c2)CCC(=O)N3)cs1 | -3.6% | 67.5%[activator] | 42.0* | -35.4% | 62.7%[activator] | 7.1 | -16.8%
COc1cccc(C2C(C(C)=O)=C(C)Nc3ncnn32)c1 (stereo not drawn) | 1.8% | 78.8%[activator] | 49.4 | -12.3% | -2.4% | -1.9 | -4.4%
COc1ccc(NC(=O)c2c(C)nn(Cc3ccccc3)c2C)cc1S(=O)(=O)N(C)C | -3.6% | -3.4% | -7.3 | 42.7% | ? | -0.2 | 0.0%
CCOC(=O)C(=NCCCN(C)C)NNc1cc(C(F)(F)F)ccc1Cl | 7.6% | 32.1%[activator] | -4.3 | 44.9% | 24.2% | -3.1 | 3.3%
CCCc1ccc(C(=O)N2CCN(c3ccccc3OCC)CC2)cc1 | -5.0% | -1.8% | -1.0 | 87.9%[activator] | ? | 0.9 | 4.0%
O=C(Nc1cccc2[nH]ncc12)NS(=O)(=O)c1ccccc1 | -13.2% | 31.3%[activator] | 28.6 | -6.3% | 7.6%[0.00184 µM] | 2.6 | -1.2%
CCOC(=O)c1nc(C)sc1-c1ccnn1S(=O)(=O)c1ccc(Cl)cc1Cl | -2.1% | 4.2% | 35.6 | 125.7%[activator] | 7.6% | 28.9* | 5.0%
CC(C)N(CCO)Cc1nc(C(c2ccccc2)c2ccccc2)no1 | 2.7% | 9.28µM* | -3.4 | 191.0%[activator] | ? | -1.1 | -0.4%
